Screens: PubChem BioAssay, several laboratories
HSF-1 act – increases HSF-1 driven luciferase reporter signal | NIH3T3-HGL HSF-1 luciferase reporter, MG132, 8 h; 100% = twice DMSO control signal | activation, % at 9 µM | actives 1.7% (n = 300,000) | AID 504408;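 active means mean replicate activation of at least 50% with a set share of replicates each reaching 50%; inconclusive means only one of those two conditions met; inactive means mean below 50% and too few replicates reaching it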;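 further: 0% = median of the neutral control wells and 100% = twice that signal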
HSP90 refold inh – blocks HSP90-mediated luciferase refolding in reticulocyte lysate | Rabbit reticulocyte lysate, luciferase refolding luminescence, 3 h | inhibition, % at 5.6 µM | actives 0.91% (n = 290,000) | AID 1789;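 active means inhibition above the screen-wide mean plus 3 SD, computed separately per campaign, cut at about 16% in these data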;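 further: 0% = DMSO wells and 100% = 60 µM geldanamycin wells; inhibitors lower the luminescence because luciferase stays unfolded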
AI-2 QS mod – modulates the Vibrio harveyi AI-2 quorum sensing system. Vibrio harveyi JMH597 AI-2 luminescence/OD600 ratio, 9 h; hits give low values; strain lacks LuxN and CqsS sensors; 0 = neutral-control median. AID 2094. actives 0.4% (n = 300,000). activity change, % at 7.5 µM; in the data active means activity change below about -75%, passing the limit was not always enough; inconclusive means no clear call, values can overlap the other calls;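 further: luminescence divided by OD600 gain over 9 h not by final OD600 alone; inactives centre near 13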
HIF activator – HIF pathway transcriptional activation. AID 1910. activation, % at 7.5 µM (by protocol). U2OS HRE-luciferase reporter, luminescence; normalized: DMSO 0%, desferrioxamine 100%. actives 0.32% (n = 300,000);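 active means mean activation of at least 10% of the iron chelator positive control signal, with at least half of replicates also reaching 10%; inconclusive means mean and replicate majority disagree about reaching 10%; inactive means mean and most replicates under 10%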
aSyn 5UTR inh – 5' untranslated region of α-synuclein, MLPCN primary screen | alpha-synuclein 5'UTR reporter, inhibitor activity | inhibition, % (tested at 7.5 µM) | actives 0.82% (n = 300,000); in the data active means inhibition above about 60%; inconclusive means no clear call, values can overlap the other calls;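 further: H4 neuroglioblastoma cells stably carrying SNCA 5'UTR luciferase fusion; 0% = DMSO wells and 100% = positive control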
IEC-6 cytotox – counter-screen for KLF5 inhibitors: cytotoxicity in IEC-6 cells | AID 1825 | IEC-6 cytotoxicity, luminescence viability | inhibition, % at 5 µM | actives 0.78% (n = 290,000); in the data active means inhibition above about 22%;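 further: 0% = plate median of test compound wells and 100% = cytotoxic reference compound wells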
KLF5 inh – kruppel-like factor 5 inhibition; DLD-1 KLF5 promoter-luciferase reporter, luminescence; inhibition, % at 5 µM; actives 0.23% (n = 290,000); AID 1700;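 active means inhibition above a per-plate limit of that plate's mean compound inhibition plus 3 SD, cut at about 60% in these data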;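 further: 0% = DMSO wells and 100% = LY294002 at 200 µM; higher means less KLF5 promoter-driven luciferase light; inactives centre near -14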
Platelet DG rel – platelet dense granule release activity; human platelet-rich plasma, SFLLRN dense granule ATP release, luminescence; inhibition, %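 (compounds screened at 7.5 µM in platelet-rich plasma)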; actives 0.22% (n = 300,000); AID 1663;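 active means mean replicate score, as percent of positive control, at or above 50; inconclusive means mean below 50 but at least one replicate at or above 50; inactive means mean and every replicate below 50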
SKKanGAS inh – blocks kanamycin growth of S. pyogenes SKKanGAS strain | BacTiter-Glo, 6 h | inhibition, % at 7.5 µM | actives 1.3% (n = 300,000);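 active means mean replicate score, as percent of positive control median, at least 50; inconclusive means mean below 50 but one replicate at or above 50; inactive means mean and every replicate below 50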;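 further: strain carries kanamycin resistance gene driven by streptokinase promoter and grows in 40 µg/ml kanamycin; loss of luminescence reflects streptokinase promoter inhibition or plain growth inhibition; 0% = median of DMSO wells and 100% = positive control at its reference dose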
HSF1 inh – HSF1 inhibition; activity change, negative = inhibition, % at 7.5 µM (by protocol); NIH3T3-HGL HSE-luciferase, MG132-induced, luminescence 8 h; hits give low values; actives 0.77% (n = 300,000);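 active means more than half of replicate wells show activity change below -50%, luminescence cut by over half; inconclusive means some wells, but at most half, below -50%; inactive means no replicate well below -50%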;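 further: luciferase reports HSF-1 transcriptional activity via heat shock element; 0% = median of DMSO wells and -100% = zero luminescence signal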
Numbers without * were called inactive; ? = inconclusive; · = not tested or not shown.

SMILES	HSF-1 act	HSP90 refold inh	AI-2 QS mod	HIF activator	aSyn 5UTR inh	IEC-6 cytotox	KLF5 inh	Platelet DG rel	SKKanGAS inh	HSF1 inh
CC(C(=O)Oc1ccc2c(c1)OCO2)N1C(=O)c2ccccc2C1=O (stereo not given)	8	2	4	0.7	15	1	-23	2	10	1
COc1ccc([N+](=O)[O-])cc1C(=O)NCCOc1ccc(Cl)cc1	0	4	19	-0.5	3	3	-27	8	-1	7
CCOC(=O)c1sc(NC(=O)/C=C/c2cnn(CC)c2C)c(C(=O)OCC)c1C	11	-2	2	0.0	9	-5	-20	1	17	3
CCCCNC(=S)Nc1cccc(S(=O)(=O)NC2=NCCC2)c1	-8	·	6	-0.5	6	·	·	-12	-4	-2
O=c1cc(CSc2ccc([N+](=O)[O-])cc2)nc2sccn12	38	0	34	0.2	-50	-3	-34	-2	-9	5
O=C(COC(=O)CCC(=O)c1ccc(F)cc1)Nc1ccc(F)cc1F	-11	0	16	-0.1	9	-13	-22	5	-13	-6
COc1ccc(NC(=O)Nc2nnc(CC(=O)Nc3ccccc3)s2)cc1	16	4	11	0.0	-2	0	-23	-8	-17	0
Cc1ccccc1OCCC(=O)N1CCN(S(=O)(=O)c2ccccc2F)CC1	9	1	10	-0.3	16	1	-33	?	2	7
CCOCCCn1c(SCC(=O)Nc2oc(C)c3c(C)n[nH]c(=O)c23)nnc1-c1ccncc1	18	·	5	-0.2	-4	·	·	-7	-16	-1
COc1ccc(C(=O)N2CCN(C(=O)CC(C)C)CC2)cc1OC	10	-1	17	0.4	-2	4	-4	0	3	5
CC(C)OCCCNC(=O)c1cc2c(s1)CS(=O)(=O)C2	-14	-3	21	-0.4	4	-3	2	2	-2	-5
CCOc1cc(CO)cc(Br)c1OCC(=O)Nc1ccccc1C	-2	-6	-2	-0.2	12	0	-8	8	-5	6
Cc1ccc(-c2nnc(N(C)C(=O)c3cccnc3)s2)cn1	6	-2	-4	-0.1	-39	1	-18	-8	2	-4
COc1ccc(-n2cnnc2SCC(=O)N(C)c2ccccc2)cc1	-4	-3	12	-0.2	-12	-2	-32	-3	-5	-9
CC1CCN(C(=O)COC(=O)CNC(=O)C23CC4CC(CC(C4)C2)C3)CC1	9	·	13	-1.4	-9	·	·	·	-4	2
NS(=O)(=O)c1ccc(N/N=C/c2ccccc2C(=O)O)c([N+](=O)[O-])c1	61*	0	22	-0.9	-1	4	0	-11	6	23
COC(=O)c1ccccc1NC(=O)C1CCN(C(=O)c2cc(OC)c(OC)c(OC)c2)CC1	-2	1	0	-0.4	10	10	9	-1	-1	-4
Cc1ccc(NC(=S)N2CCC(NC(=O)c3ccc(C)cc3)CC2)cc1	0	-3	·	1.2	8	5	-2	-2	-4	-5
CCCCOP(=O)(OCCCC)C(O)c1ccc(F)cc1 (stereo not given)	10	-1	·	-0.2	5	0	-13	15	20	-4
CCOc1cc(/C=C(\C#N)C(=O)Nc2cccc(C(=O)O)c2)cc(Br)c1OC(=O)c1ccc(OC)cc1	2	-1	11	-0.3	3	-3	-9	5	14	1

Next section; it opens with the 3 that closed the last part.
SMILES	HSF-1 act	HSP90 refold inh	AI-2 QS mod	HIF activator	aSyn 5UTR inh	IEC-6 cytotox	KLF5 inh	Platelet DG rel	SKKanGAS inh	HSF1 inh
Cc1ccc(NC(=S)N2CCC(NC(=O)c3ccc(C)cc3)CC2)cc1	0	-3	·	1.2	8	5	-2	-2	-4	-5
CCCCOP(=O)(OCCCC)C(O)c1ccc(F)cc1 (stereo not given)	10	-1	·	-0.2	5	0	-13	15	20	-4
CCOc1cc(/C=C(\C#N)C(=O)Nc2cccc(C(=O)O)c2)cc(Br)c1OC(=O)c1ccc(OC)cc1	2	-1	11	-0.3	3	-3	-9	5	14	1
Cc1ccc(NC(=S)Nc2ccc(F)cc2)cc1C	7	-3	14	2.0	-42	0	-53	3	1	5
COc1ccc(CCn2c(Br)nc3c2c(=O)[nH]c(=O)n3C)cc1	1	4	36	1.4	-5	7	16	8	1	-11
CC(=O)N1CCc2cc(S(=O)(=O)NCC(=O)NCc3ccc(F)cc3)ccc21	0	-3	31	0.6	14	-6	-16	3	2	7
COCCNS(=O)(=O)c1ccc2c(c1)Cc1cc(S(=O)(=O)NCCOC)ccc1-2	3	-1	10	0.2	-2	-2	-28	1	-5	-11
Cc1c(NC(=O)CSc2nc3ccccc3s2)c(=O)n(-c2ccccc2)n1C	17	0	34	-0.1	0	-4	-25	-6	-1	2
Cc1ccc(C2C(C(=O)O)c3ccccc3C(=O)N2C)o1 (stereo not given)	5	2	11	0.1	17	-2	-46	-2	3	-1
CCOC(=O)c1cc2n(n1)C(C(F)(F)F)CC(C)N2 (stereo not given)	-23	2	4	0.3	-14	-2	-6	-16	-3	1
Cn1c(=O)cc(OCCCC(=O)NCCC2=CCCCC2)c2ccccc21	36	0	6	-0.1	13	0	-4	10	-4	12
Cc1cc(C)cc(NC(=O)Cn2nnc(C(=O)NCc3ccc4c(c3)OCO4)c2N)c1	0	-2	3	-0.1	36	-3	-10	-1	3	0
COc1ccccc1CC(=O)NC(=O)c1ccccc1O	7	7	71	-12	-12	1	-11	-6	-10	5
COc1ccc(S(=O)(=O)NC2CC2)cc1-n1cnnn1	-3	2	10	-0.5	-5	4	-16	3	-1	-3
COc1cc(OC)cc(C(=O)NCCC(c2ccccc2)c2ccccc2)c1	0	2	-1	-0.6	-6	-2	9	-4	27	3
O=C(CCNS(=O)(=O)c1ccccc1)N1CCN(C(c2ccccc2)c2ccccc2)CC1	0	-2	30	-0.7	31	-3	-11	1	6	0
Cc1cc(C)c(NC(=O)NC(=O)c2ccc(F)cc2)c(C)n1	7	1	21	2.0	-55	0	-32	·	0	-2
NS(=O)(=O)c1cccc(NC(=O)CN2CCc3ccccc32)c1	1	4	4	-0.2	6	2	-30	-1	3	2
COc1ccccc1N(C)S(=O)(=O)c1ccc(Cl)c(C(=O)Nc2cccc(C)n2)c1	17	·	4	-0.7	11	·	·	8	-3	3
CCN(CC(=O)Nc1ccc(C)c(F)c1)CC(=O)NC(C)C	-2	2	10	-0.2	7	4	9	-1	0	-5
O=C(Nc1nnc(C2=COCCO2)o1)c1cccc(F)c1	4	4	32	0.0	-5	-4	-35	9	63*	-1
CCOC(=O)c1sc(NC(=O)CSc2n[nH]c(C)n2)nc1C	-3	-3	0	-0.2	7	0	3	-2	1	-8
O=C(CSc1cccc2cccc(Cl)c12)OCC(=O)N1CCN(C(=O)c2ccco2)CC1	1	2	31	-0.4	-2	-4	-22	1	5	-3

Part of the list above, as labelled records.
mol: CCOC(=O)c1cc2n(n1)C(C(F)(F)F)CC(C)N2 (stereo not given)
  HSF-1 act = -23
  HSP90 refold inh = 2
  AI-2 QS mod = 4
  HIF activator = 0.3
  aSyn 5UTR inh = -14
  IEC-6 cytotox = -2
  KLF5 inh = -6
  Platelet DG rel = -16
  SKKanGAS inh = -3
  HSF1 inh = 1
mol: COCCNS(=O)(=O)c1ccc2c(c1)Cc1cc(S(=O)(=O)NCCOC)ccc1-2
  HSF-1 act = 3
  HSP90 refold inh = -1
  AI-2 QS mod = 10
  HIF activator = 0.2
  aSyn 5UTR inh = -2
  IEC-6 cytotox = -2
  KLF5 inh = -28
  Platelet DG rel = 1
  SKKanGAS inh = -5
  HSF1 inh = -11
mol: CC(=O)N1CCc2cc(S(=O)(=O)NCC(=O)NCc3ccc(F)cc3)ccc21
  HSF-1 act = 0
  HSP90 refold inh = -3
  AI-2 QS mod = 31
  HIF activator = 0.6
  aSyn 5UTR inh = 14
  IEC-6 cytotox = -6
  KLF5 inh = -16
  Platelet DG rel = 3
  SKKanGAS inh = 2
  HSF1 inh = 7
mol: O=C(Nc1nnc(C2=COCCO2)o1)c1cccc(F)c1
  HSF-1 act = 4
  HSP90 refold inh = 4
  AI-2 QS mod = 32
  HIF activator = 0.0
  aSyn 5UTR inh = -5
  IEC-6 cytotox = -4
  KLF5 inh = -35
  Platelet DG rel = 9
  SKKanGAS inh = 63*
  HSF1 inh = -1

Next records:
SMILES	HSF-1 act	HSP90 refold inh	AI-2 QS mod	HIF activator	aSyn 5UTR inh	IEC-6 cytotox	KLF5 inh	Platelet DG rel	SKKanGAS inh	HSF1 inh
Cc1ccc(CN2CCNC(=O)C2CC(=O)NCc2cc(C)n(C)n2)cc1 (stereo not given)	-21	6	-11	0.5	-9	6	-23	-16	-1	-1
CCCCCSc1nnc(-c2ccccc2N)c(=O)[nH]1	2	3	-1	0.3	-22	0	-24	0	5	-1
O=C(COc1ncnc2sccc12)N1CCN(C(=O)c2ccco2)CC1	4	0	30	-0.4	25	-1	-9	-10	12	-5
CCC(=NCCc1c(C)[nH]c2ccc(OC(F)(F)F)cc12)C1=C(O)CC(c2ccccc2)CC1=O (stereo not given)	25	-2	1	0.0	107*	-12	-25	12	29	3
Cc1cc(OCC(=O)N2CCCC2)cc(C)c1Cl	1	1	35	-0.1	-11	2	-8	-3	3	-2
Cc1ccc(NCC(=O)N/N=C\c2ccc[nH]2)cc1	-23	2	33	0.1	8	0	10	4	8	-20
COc1ccc(NC(=O)CCc2nnc3ccc(NCc4ccco4)nn23)cc1	1	-1	32	0.2	7	0	-27	15	-1	-4
COc1ccccc1C(=O)Nc1nnc(SCC(=O)NCc2ccco2)s1	20	13	14	0.9	-67	1	-102	7	32	16
CCC12C(=O)C(CC)(C(c3ccccc3)=C1c1ccccc1)[C@@H]1C(=O)N(c3ccccc3)C(=O)C12 (stereo not given in full)	-5	-2	13	-0.2	10	0	-6	-8	-42	4
Cc1ccc(S(=O)(=O)CC(=O)Nc2nnc(C(C)(C)C)s2)cc1	-29	-5	5	-0.2	-14	-1	-1	-8	2	-7
CCOC(=O)C1CCN(C(=O)C2CCN(S(=O)(=O)N3CCCC3)CC2)CC1	-15	3	6	-0.1	-12	1	-14	1	-1	-4
COc1ccc(S(=O)(=O)N2CCCC2CNC(=O)C(=O)NCCc2ccccc2)cc1 (stereo not given)	-10	·	27	2.7	-48	·	·	4	0	-4
O=C(NNc1c2ccccc2nc2ccccc12)c1ccc(O)cc1	-8	0	-8	-0.1	-14	4	-6	12	-6	0
Cc1ccc2c(c1)nnn2C1CCN(S(=O)(=O)c2ccc(C(=O)N3CC(C)CC(C)C3)cc2)CC1 (stereo not given)	16	3	10	-0.2	17	2	-6	-2	10	1
O=C(Nc1ccc(Nc2ccccc2)cc1)c1c(F)c(F)c(F)c(F)c1F	4	-4	-4	-0.3	-9	-2	-25	0	20	11
CCOC(=O)c1[nH]c(C)c(C(=O)NC2CCCCCC2)c1C	12	0	3	0.1	-9	-6	-37	2	-1	5
O=C(c1cnccn1)N1CCN(S(=O)(=O)c2ccc3ccccc3c2)CC1	25	-5	1	-0.3	15	5	-10	3	-4	3
CC(C)CNS(=O)(=O)c1ccc(OCC(=O)Nc2ccc(F)cc2F)cc1	-5	1	6	-0.1	7	-8	-23	-2	3	4
